Source: PubChem
Rab9 promoter act = activators of Rab9 promoter | Huh7 Rab9 promoter-luciferase reporter, luminescence, 24 h | 320,000 tested, 2.8% active | AID 485297 | Potency, µM (top dose mostly 9.22 µM), for inactives: top-dose activation, negative = inhibition, usual class: activators; note: potency is the fitted concentration of half-maximal effect; % of control where 0% means no effect; nearly all actives have a fitted effect of over 60% in size
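Luciferase signal after 10 min detection reagent at ambient indicates Rab9 promoter upregulation; stably transfected Huh7 cells were treated 24 h with compound in DMSO at 37 °C, 5% CO2.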
FLuc counter = inhibits or activates purified firefly luciferase, miR-21 counter-screen | P08659 | purified FLuc, Km substrates, luminescence inhibition | Potency, µM (series often up to 57.5 µM), for inactives: top-dose activity change, negative = inhibition, actives largely listed as inhibitors | 360,000 tested, 6.9% active | AID 588342;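 note: potency is the fitted concentration of half-maximal effect; plate controls were vehicle for no effect and reference inhibitor for full effect; nearly all actives have a fitted effect of over 55% in size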
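Purified P. pyralis luciferase (10nM final) with 10uM D-luciferin and 10uM ATP (Km levels) in 50mM Tris acetate pH 7.5, 10mM Mg acetate, 0.01% Tween-20, 0.05% BSA; qHTS 6-point titration, ~60 µM downward; luminescence read.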
VP16 counter = inhibits Gal4-VP16 luciferase reporter, ROR gamma counter-screen; 310,000 tested, 3.5% active; Potency, µM (titrated, usually from 53.6 µM), for the others: at the highest dose activity, negative = inhibition, hits mostly inhibitors; Drosophila S2 Gal4-VP16 UAS-luciferase, luminescence, 20 h;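 note: Gal4-VP16 expression switched on by copper sulfate through the metallothionein promoter; potency is the fitted concentration of half-maximal effect; % is set by controls: 0 for no effect and ±100 for the full control effect; nearly all actives have a fitted effect of over 50% in size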
RORgamma inh = inhibitors of mouse ROR gamma transcriptional activity. 310,000 tested, 5.4% active. P51450. AID 2551. Drosophila S2 Gal4-RORgamma UAS-luciferase reporter, 20 h. Potency, µM (highest dose often 53.6 µM), inactives show at the top dose activity change, negative = inhibition, most hits filed as inhibitors; note: potency is the fitted concentration of half-maximal effect; % is set by controls: 0 for no effect and ±100 for the full control effect; nearly all actives have a fitted effect of over 60% in size
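Read-out: Photinus luciferase luminescence; inhibitors lower reporter signal. Insect Schneider cells with Gal4-ROR gamma fusion under metallothionein promoter, UAS reporter; 700 uM final copper sulfate induction, 20 hr, ambient temperature.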
BRCA1 expr act = increases BRCA1 expression; 380,000 tested, 1.1% active; MCF7-BRCA1-FFLuc reporter, luminescence, 48 h; response scale: scaled: vehicle 0%, 10 µM genistein 100%; Potency, µM (series often up to 46.1 µM), without a hit: at the top dose activation, most hits filed as activators; note: potency is the fitted concentration of half-maximal effect; nearly all actives have a fitted effect of over 80% in size; some results filed as inactive show a strong effect at the top dose
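MCF7 cells carrying a BRCA1-firefly luciferase reporter (2000 cells/well, phenol-red free MEM) were attached for 2 h at 37 °C, then given compounds for 48 h. Luminescence was read 15 min after luciferase reagent; activity normalized to genistein (10 microM) and DMSO.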
TRPV1 ag = activates the human vanilloid receptor TRPV1. activation, % at 8.33 µM. TRPV1-expressing cells, Fluo-8 calcium influx, agonist mode. Q8NER1. 320,000 tested, 0.19% active; in the data active = activation above about 80%; inconclusive = between about 30% and that limit; note: 0% is about no effect
Target sequence (Q8NER1 whole entry, looked up): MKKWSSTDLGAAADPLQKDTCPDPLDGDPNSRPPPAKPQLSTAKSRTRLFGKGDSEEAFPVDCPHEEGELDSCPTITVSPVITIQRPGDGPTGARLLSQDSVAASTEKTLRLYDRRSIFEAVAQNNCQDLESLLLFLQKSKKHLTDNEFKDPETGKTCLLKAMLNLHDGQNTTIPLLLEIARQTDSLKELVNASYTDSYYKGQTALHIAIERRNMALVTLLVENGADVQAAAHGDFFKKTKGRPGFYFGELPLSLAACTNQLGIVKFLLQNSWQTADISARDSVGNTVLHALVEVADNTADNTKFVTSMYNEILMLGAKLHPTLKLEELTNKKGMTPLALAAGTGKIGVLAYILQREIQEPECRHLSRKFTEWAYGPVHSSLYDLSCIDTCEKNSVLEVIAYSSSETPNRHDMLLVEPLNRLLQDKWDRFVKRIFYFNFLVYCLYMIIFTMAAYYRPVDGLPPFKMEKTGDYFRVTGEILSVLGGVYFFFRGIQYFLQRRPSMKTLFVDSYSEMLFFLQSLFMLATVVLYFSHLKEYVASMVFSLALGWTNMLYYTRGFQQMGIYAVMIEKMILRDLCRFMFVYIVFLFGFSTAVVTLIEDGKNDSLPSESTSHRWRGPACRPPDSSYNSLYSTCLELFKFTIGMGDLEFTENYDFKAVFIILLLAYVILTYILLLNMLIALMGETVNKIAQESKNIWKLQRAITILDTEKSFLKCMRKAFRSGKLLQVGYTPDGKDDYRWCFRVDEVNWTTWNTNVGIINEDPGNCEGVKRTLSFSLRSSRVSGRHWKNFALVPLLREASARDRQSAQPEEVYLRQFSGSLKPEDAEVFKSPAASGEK
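Cells expressing TRPV1 were dye-loaded with Fluo-8 and read kinetically: 10 s baseline, 3 min after compound (agonist portion), then 2 min after EC20 capsaicin (allosteric enhancer portion). Calcium-bound dye fluorescence at 480/520 nm.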
NPC1 promoter act = NPC1 promoter activation; Huh7 NPC1 promoter luciferase reporter, 24 h; Potency, µM (top dose mostly 9.22 µM), inactives show top-dose activation, hits mostly activators; 320,000 tested, 2.4% active; AID 485313;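 note: potency is the fitted concentration of half-maximal effect; % of control where 0% means no effect; nearly all actives have a fitted effect of over 60% in size; reporter is driven by a mutant NPC1 promoter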
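Huh7 cells stably carrying NPC1 promoter–luciferase, plated in Opti-MEM with 10% FBS for 2 h, were exposed to compound in DMSO for 24 h at 37 °C; luciferase reagent was added for 10 min and luminescence read.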
An asterisk follows results filed as active; ? = inconclusive; / = no result given; & = joins results of further samples; [ ] = dose if it differs, or a comment. Unless noted, calls come from the whole dose curve; as a rule, active = well fitted curve in the direction sought with a large enough effect; inconclusive = small, poorly fitted or top-dose-only effect, or another doubt; inactive = no such curve, though single readings can be large; an effect the other way counts as inactive or inconclusive. The list is partial (hit frequency here may not be typical).

SMILES	Rab9 promoter act	FLuc counter	VP16 counter	RORgamma inh	BRCA1 expr act	TRPV1 ag	NPC1 promoter act
C[C@H]1O[C@@H](n2cc(F)c(=O)[nH]c2=O)[C@H](O)[C@H]1O	-19%[46.1 µM]	/	/	/	/	/	-10%[46.1 µM]
C=CC[C@H](N)C(=O)O	18%[46.1 µM]	/	/	/	/	/	8%[46.1 µM]
Oc1ccc(Cn2cc[nH]c2=S)cc1	-2%[46.1 µM]	/	/	/	/	/	5%[46.1 µM]
CC[C@@H](C)[C@H]1O[C@]2(CC[C@H]1C)C[C@@H]1C[C@@H](CC=C(C)[C@@H](O[C@H]3C[C@H](OC)[C@@H](O[C@H]4C[C@H](OC)[C@@H](O)[C@H](C)O4)[C@H](C)O3)[C@@H](C)C=CC=C3CO[C@@H]4[C@H](O)C(C)=C[C@@H](C(=O)O1)[C@]34O)O2	-43%[inhibitor][46.1 µM]	/	/	/	/	/	-39%[inhibitor][46.1 µM]
Cc1cccc(-c2[nH]c(C(C)(C)C)nc2-c2ccc3nccnc3c2)n1	-22%[46.1 µM]	/	/	/	/	/	-11%[46.1 µM]
CC(N)=O	5%[46.1 µM]	/	/	/	/	/	9%[46.1 µM]
N#C/C(=C\c1ccc(O)c(O)c1)C(=O)NCCCNC(=O)/C(C#N)=C/c1ccc(O)c(O)c1	-21%[46.1 µM]	/	/	/	/	/	-12%[46.1 µM]
NC(=O)c1ccc2[nH]ccc2c1	4%[46.1 µM]	/	/	/	/	/	1%[46.1 µM]
CC(N)(Cc1ccc(O)cc1)C(=O)O (stereo unspecified)	1%[46.1 µM]	/	/	/	/	/	5%[46.1 µM]
Nc1ncnc2c1ncn2[C@@H]1O[C@H](COP(=O)(O)CP(=O)(O)OP(=O)(O)O)[C@@H](O)[C@H]1O	-9%[46.1 µM]	/	/	/	/	/	-7%[46.1 µM]
CNc1ncnc2c1ncn2[C@H]1C[C@H](OP(=O)(O)O)[C@@H](COP(=O)(O)O)O1	2%[46.1 µM]	/	/	/	/	/	3%[46.1 µM]
O=C1NC(=O)/C(=C/c2ccc3nccnc3c2)S1	?	/	/	/	/	/	?
COc1ccc2c(c1)CCC1C2CC[C@@]2(C)C1CC[C@@H]2NCCCCCCN1C(=O)CCC1=O (stereo partly specified)	-9%[46.1 µM]	/	/	/	/	/	-5%[46.1 µM]
CC(N)(C(=O)O)c1ccc(C(=O)O)cc1 (stereo unspecified)	-12%[46.1 µM]	/	/	/	/	/	0%[46.1 µM]
CCCCC#Cc1nc(NC)c2ncn([C@@H]3O[C@H](CO)[C@@H](O)[C@H]3O)c2n1	0%[46.1 µM]	/	/	/	/	/	4%[46.1 µM]
CN1C(=O)CC[C@H]1c1cccnc1	-2%[46.1 µM]	/	/	/	/	/	6%[46.1 µM]
Nc1nc(SCc2ccc([N+](=O)[O-])cc2)c2ncn([C@@H]3O[C@H](CO)[C@@H](O)[C@H]3O)c2n1	6%[46.1 µM]	/	/	/	/	/	3%[46.1 µM]
Oc1ccc(O)cc1	-42%[inhibitor][46.1 µM]	/	?	11µM*	/	/	-32%[inhibitor][46.1 µM]
N[C@@H](COP(=O)(O)O)C(=O)O	2%[46.1 µM]	/	-3%	-18%	/	/	2%[46.1 µM]
O=C(O)CN(CCOCCOCCN(CC(=O)O)CC(=O)O)CC(=O)O	-4%[46.1 µM]	/	0%	-2%	/	/	-3%[46.1 µM]
Cn1cnc2c(NCc3ccccc3)nc(NCCO)nc21	-9%[46.1 µM]	/	-8%&-1%	5%&-1%	/	/	-4%[46.1 µM]
O=[N+]([O-])c1cccc2c(Br)[nH]nc12	4%[46.1 µM]	/	5%&3%&-12%	-2%&-17%&-43%	/	/	9%[46.1 µM]
CC(O)C(O)[C@H]1CNc2nc(N)[nH]c(=O)c2N1 (stereo partly specified)	-4%[46.1 µM]	/	-2%	-3%[10 µM]	/	/	8%[46.1 µM]
NC(Cc1ccc(Cl)cc1)C(=O)O (stereo unspecified)	3%[46.1 µM]	/	-6%	8%	/	/	9%[46.1 µM]
Nc1cc(Cl)c(NC2=NCCN2)c(Cl)c1	6%[46.1 µM]	/	0%	10%	/	/	-1%[46.1 µM]
N[C@@H](Cc1cnc[nH]1)C(=O)O	3%[46.1 µM]	/	-5%	32%	/	/	9%[46.1 µM]
CCCCCCCCCCC/C=C\C(C)(C)/C=C\CCCC(=O)O	6%[46.1 µM]	/	3%	-4%	/	/	2%[46.1 µM]
CCCn1c(=O)c(C)cn2nc(N)nc12	-4%[46.1 µM]	/	4%	2%	/	/	2%[46.1 µM]
O=S(=O)(c1cccc2c(Cl)cccc12)N1CCCNCC1	-13%[46.1 µM]	/	-14%&-7%	-3%&-35%	/	/	-8%[46.1 µM]
CC1(C)CCC(NC(=O)[C@@H](N)CCC(=O)O)CC1	-4%[46.1 µM]	/	-4%	-8%	/	/	-2%[46.1 µM]

Part of the list above in order of heavy-atom count, rising.
SMILES	Rab9 promoter act	FLuc counter	VP16 counter	RORgamma inh	BRCA1 expr act	TRPV1 ag	NPC1 promoter act
N[C@@H](COP(=O)(O)O)C(=O)O	2%[46.1 µM]	/	-3%	-18%	/	/	2%[46.1 µM]
O=[N+]([O-])c1cccc2c(Br)[nH]nc12	4%[46.1 µM]	/	5%&3%&-12%	-2%&-17%&-43%	/	/	9%[46.1 µM]
Nc1cc(Cl)c(NC2=NCCN2)c(Cl)c1	6%[46.1 µM]	/	0%	10%	/	/	-1%[46.1 µM]
CCCCCCCCCCC/C=C\C(C)(C)/C=C\CCCC(=O)O	6%[46.1 µM]	/	3%	-4%	/	/	2%[46.1 µM]
O=C(O)CN(CCOCCOCCN(CC(=O)O)CC(=O)O)CC(=O)O	-4%[46.1 µM]	/	0%	-2%	/	/	-3%[46.1 µM]

(continued)
SMILES	Rab9 promoter act	FLuc counter	VP16 counter	RORgamma inh	BRCA1 expr act	TRPV1 ag	NPC1 promoter act
NC[C@@H]1O[C@H](c2ccccc2)Cc2c1ccc(O)c2O	-21%[46.1 µM]	/	25µM*	28µM*	/	/	-1%[46.1 µM]
CCCCCCCCCCCCCCCCCCOC[C@H](COP(=O)([O-])OCC[N+](C)(C)C)OC	-2%[46.1 µM]	/	-7%&13%	-22%&2%	/	/	-4%[46.1 µM]
NC(=O)CC[C@H](N)C(=O)O	-4%[46.1 µM]	/	3%	4%	/	/	0%[46.1 µM]
Brc1c(Br)c(Br)c2[nH]cnc2c1Br	-38%[inhibitor][46.1 µM]	/	?	-41%	/	/	-25%[46.1 µM]
CC(C)(C)c1ccc(/C=C/C(=O)Nc2ccc3c(c2)OCCO3)cc1	-33%[inhibitor][46.1 µM]	/	?	?	/	/	-28%[46.1 µM]
O=[N+]([O-])c1ccc2c(c1)S(=O)(=O)C=C2	-43%[inhibitor][46.1 µM]	/	?	0.63µM*	/	/	-34%[inhibitor][46.1 µM]
NCCCNCCSP(=O)(O)O	3%[46.1 µM]	/	0%	-39%	/	/	2%[46.1 µM]
N[C@H](C(=O)O)c1cc(O)cc(O)c1	5%[46.1 µM]	/	5%&1%	2%&-1%	/	/	10%[46.1 µM]
CCCCCCCC/C=C\CCCCCCCC(=O)NCc1ccc(O)c(OC)c1	-23%[46.1 µM]	/	3%	-1%	/	/	1%[46.1 µM]
OC(CN1CCC(Cc2ccc(F)cc2)CC1)c1ccc(Cl)cc1 (stereo unspecified)	-7%[46.1 µM]	/	0%&-9%	-1%&-34%	/	/	-9%[46.1 µM]
CC1CCN(c2nc3ccccc3nc2N2CCC(C)CC2)CC1	/	3%	16%	-1%	/	-1	/
O=S1(=O)c2ccccc2N=NN1Cc1ccc(Cl)c(Cl)c1	/	?	18%	-1%	/	-1	/
O=S(=O)(Nc1cccc2cccnc12)c1cccs1	/	/	/	/	-70%	14	/
O=S(=O)(Nc1c(Br)cc(Br)c2cccnc12)C1CCCCC1	/	/	/	/	1%	3	/
CC(NC(=O)COC(=O)c1ccco1)C12CC3CC(CC(C3)C1)C2 (stereo unspecified)	/	/	/	/	-2%	8	/

Retrieved by structure from the list above:
SMILES	Rab9 promoter act	FLuc counter	VP16 counter	RORgamma inh	BRCA1 expr act	TRPV1 ag	NPC1 promoter act
Brc1c(Br)c(Br)c2[nH]cnc2c1Br	-38%[inhibitor][46.1 µM]	/	?	-41%	/	/	-25%[46.1 µM]
CC(C)(C)c1ccc(/C=C/C(=O)Nc2ccc3c(c2)OCCO3)cc1	-33%[inhibitor][46.1 µM]	/	?	?	/	/	-28%[46.1 µM]
NC(=O)CC[C@H](N)C(=O)O	-4%[46.1 µM]	/	3%	4%	/	/	0%[46.1 µM]

Next results
SMILES	Rab9 promoter act	FLuc counter	VP16 counter	RORgamma inh	BRCA1 expr act	TRPV1 ag	NPC1 promoter act
O=C1C2C3CCCC3=C3CCCC3C2C(=O)N1c1ccccc1Cl (stereo unspecified)	/	/	/	/	3%	2	/
Nc1cc(C(F)(F)F)ccc1S(=O)(=O)Nc1cccc2c1NCCC2	/	/	/	/	-50%	-2	/
CC(=O)Nc1ccccc1NS(=O)(=O)c1ccccc1NO	/	/	/	/	0%	-3	/
O=S(=O)(Nc1cccc2cccnc12)c1cccc2cccnc12	/	/	/	/	-54%	4	/
O=S(=O)(Nc1cccc2cccnc12)c1cccc2ccccc12	/	/	/	/	-68%	-2	/
O=C(CCCl)Nc1cccc2cccnc12	/	/	/	/	-60%	-4	/
O=S(=O)(Nc1cccc2ccccc12)c1cccc2ccccc12	/	/	/	/	-34%	4	/
CC(=O)Nc1cccc2cccnc12	/	/	/	/	17%	0	/
Nc1c(Br)cc(Br)c2cccnc12	/	/	/	/	-4%	-4	/
O=C(CCBr)Nc1cccc2cccnc12	/	/	/	/	-3%	-1	/
COc1ccc(C)cc1NCc1nnc2n1CCCCC2	/	-4%	/	/	15%	/	/
Cc1cccc(Cn2c(=O)n(-c3ccccc3C)c(=O)c3c2c2cc(C)ccc2n3C)c1	/	4%	/	/	-3%	/	/
COc1ccc2c(c1)c(=O)c(C(=O)c1ccc(C)c(C)c1)cn2CC(=O)Nc1ccc2c(c1)OCCO2	/	-2%	/	/	3%	/	/
CN(C)CCNC(=O)Cc1ccc(NC(=O)N2CCCCc3ccccc32)cc1	/	-2%	/	/	0%	/	/
Cc1ccc(F)cc1NC(=O)CCc1c(C)nn(-c2ccc(N3CCOCC3)nn2)c1C	/	-15%	/	/	-3%	/	/
COc1ccc(NC(=O)Cn2c(=O)n(CC3CCCO3)c(=O)c3ccccc32)cc1 (stereo unspecified)	/	4%	/	/	-8%	/	/
